Bioassay records: PubChem BioAssay, National Center for Advancing Translational Sciences (NCATS)
Tau fibril FP: inhibitors of human tau fibril formation; P10636; K18 P301L tau heparin fibrillization, Alexa594 FP, 6 h; Potency, µM (top dose mostly 57.7 µM), inactives show at the top dose activity, negative = inhibition, actives largely listed as inhibitors; 280,000 compounds, 0.39% hits; note: % is set by controls: 0 for no effect and ±100 for the full control effect; nearly all actives have a fitted effect of over 55% in size
Target sequence (P10636 561-689 P618L limits assumed): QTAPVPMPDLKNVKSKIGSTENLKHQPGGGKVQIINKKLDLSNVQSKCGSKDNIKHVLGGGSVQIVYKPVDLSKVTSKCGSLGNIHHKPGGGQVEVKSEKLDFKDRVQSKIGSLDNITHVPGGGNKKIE
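Human tau K18 […] P301L fragment, 15 uM unlabeled plus 0.24 uM Alexa 594-labeled tau (final), with compound and 20 uM heparin in 100 mM sodium acetate pH 7; 6 hr at 37 C, then Alexa 594 FP read.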
GAA inh: inhibitors of human lysosomal alpha-glucosidase; Potency, µM (titrated, usually from 76.9 µM), without a hit: at the top dose activity change, negative = inhibition, actives largely listed as inhibitors; purified human GAA, 4-MU-alpha-glucoside fluorescence; 200,000 compounds, 0.005% hits;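 note: plate controls were uninhibited enzyme wells for no effect and no-enzyme background for full effect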
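Human alpha-glucosidase, 4 nM, pre-mixed with test compounds before 400 uM 4-methylumbelliferyl substrate; 20 min room temperature at pH 5.0. Fluorescence read after pH 10 stop; AC50 values from Hill-equation fits.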
Tau fluor counter: counter-screen for tau fibril formation inhibitors. tau K18 P301L Alexa594 fluorescence, heparin fibrillization. Potency, µM (top dose mostly 57.7 µM), for the others: at the top dose activity change, negative = decrease. 280,000 compounds, 0.93% hits; note: % is set by controls: 0 for no effect and ±100 for the full control effect; nearly all actives have a fitted effect of over 55% in size
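Human K18 P301L tau (15 uM unlabeled plus 0.24 uM Alexa 594-labeled, final) in 100 mM sodium acetate pH 7 was mixed with compound and 20 uM heparin and incubated 6 hr at 37 C.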
GAA glycogen mod: GAA glycogen-cleavage inhibition or activation; P10253; 300,000 compounds, 0.38% hits; recombinant GAA, glycogen substrate, Amplex Red glucose oxidase fluorescence; AID 2100; Potency, µM (doses to about 76.4 µM), for the others: at the highest dose activity change, negative = inhibition, hits mostly inhibitors;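 note: 0% = full enzyme reaction and -100% = no-enzyme basal signal; the screen sought inhibitors and activators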
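Natural-substrate format: glycogen cleavage by 4 nM human enzyme, glucose read by Amplex Red coupling (Ex 573, Em 610 nm). Normalized to enzyme and no-enzyme controls.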
GLA spleen mod: inhibits or activates alpha-galactosidase in human spleen homogenate | P06280 | human spleen homogenate, 4MU-alpha-Gal fluorescence, 40 min | Potency, µM (doses to about 80 µM), without a hit: at the top dose activity change, negative = inhibition, most hits filed as inhibitors | 240,000 compounds, 0.008% hits;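 note: 0% = enzyme with vehicle and -100% = no enzyme basal signal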
Target sequence (P06280 32-429 limits assumed): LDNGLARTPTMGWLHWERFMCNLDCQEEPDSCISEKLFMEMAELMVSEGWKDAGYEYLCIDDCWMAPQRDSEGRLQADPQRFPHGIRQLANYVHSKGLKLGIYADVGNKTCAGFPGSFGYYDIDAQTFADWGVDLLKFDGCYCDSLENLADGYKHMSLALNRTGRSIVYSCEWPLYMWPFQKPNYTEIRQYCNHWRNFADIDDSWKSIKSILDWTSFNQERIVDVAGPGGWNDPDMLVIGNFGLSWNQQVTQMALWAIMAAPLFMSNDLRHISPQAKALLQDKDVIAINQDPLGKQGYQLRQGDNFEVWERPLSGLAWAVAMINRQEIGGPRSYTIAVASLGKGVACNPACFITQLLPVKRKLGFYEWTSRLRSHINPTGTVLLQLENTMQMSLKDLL
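Spleen homogenate 1 ug + cpd (titration) + 4-MU-alpha-D-galactopyranoside 1 mM; 37C 40 min; 50 mM citrate/phosphate pH 5.0, 0.01% Tween-20; stop pH 10; fluorescence 365/440; AC50 via Hill.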
HTT cytoprotect: protects HTT-Q103 PC12 cells, measured by ATP; PC12 HTT-Q103 induced, cytoprotection, ATP luminescence, 40 h; Potency, µM (doses to about 56.4 µM), for the others: cytoprotection (ATP increase), actives largely listed as activators; 230,000 compounds, 0.14% hits; AID 1471;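 note: % of control where 0% means no effect; nearly all actives have a fitted effect of over 45% in size; toxic huntingtin expression switched on by the ecdysone agonist tebufenozide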
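Huntington model: PC12 line, ecdysone-inducible HTTQ103 exon1–GFP, tebufenozide 100 nM. Test articles in a dose series. Endpoint luminescence from cellular ATP.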
Tau fibril ThT: tau fibrillization inhibition (ThT binding). P10636. recombinant tau K18 P301L, heparin-induced fibrillization, ThT fluorescence. Potency, µM (highest dose often 57.4 µM), for the others: at the top dose activity, negative = inhibition, most hits filed as inhibitors. 270,000 compounds, 2.1% hits. AID 1460; note: % is set by controls: 0 for no effect and ±100 for the full control effect; nearly all actives have a fitted effect of over 55% in size
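Fibril formation assay: tau K18 P301L at 15 uM with trace Alexa 594 label, heparin inducer 20 uM, pH 7 sodium acetate buffer, 37 C for 6 hr; endpoint ThT signal.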
aGlu spleen mod: inhibits or activates alpha-glucosidase in human spleen homogenate. P10253. human spleen homogenate, 4-MU-alpha-glucoside fluorescence. Potency, µM (highest dose often 79.9 µM), for the others: at the highest dose activity change, negative = inhibition, most hits filed as inhibitors. 240,000 compounds, 0.006% hits. AID 2112;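 note: 0% = enzyme with vehicle and -100% = no enzyme basal signal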
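Human spleen homogenate (1 ug) incubated with compounds and 1 mM 4-methylumbelliferyl-alpha-D-glucopyranoside in pH 5.0 citrate/phosphate buffer, 37 C, 40 min. Stopped at pH 10; 4-MU fluorescence (Ex 365/Em 440 nm); AC50 by Hill fit.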
* = called active by the depositor; ? = inconclusive; · = no result given; & = joins results of further samples; [ ] = dose if it differs, or a comment. Calls come from the whole dose curve; as a rule, active = well fitted curve in the direction sought with a large enough effect; inconclusive = small, poorly fitted or top-dose-only effect, or another doubt; inactive = no such curve, though single readings can be large; an effect the other way counts as inactive or inconclusive. Potency is the fitted concentration of half-maximal effect.

SMILES	Tau fibril FP	GAA inh	Tau fluor counter	GAA glycogen mod	GLA spleen mod	HTT cytoprotect	Tau fibril ThT	aGlu spleen mod
C[C@@H]1C=C[C@](Cc2ccccc2)(C(=O)NCC2CC2)N1C(=O)c1ccccc1	-6%&-15%	4%	-14%&1%	·	5%&5%	15%	-1%&0%	5%&-4%
CC(C)(C)c1cc(CCC(=O)NNC(=O)c2ccco2)cc(C(C)(C)C)c1O	9%	2%	-13%	-4%	-2%	8%[10 µM]	-9%	-7%
CCCCSCCCNC(=O)c1cn(C)c2ccc(S(=O)(=O)N3CCCCCC3)cc2c1=O	-8%	·	-18%	-5%[76.3 µM]	·	·	-2%	·
CCOC(=O)c1nnc2c(Br)c(-c3ccccc3)nn2c1C	-1%	4%	-10%	-4%	-1%	35%[10 µM]	?	-4%
CCN(CC)CC#CCC(O)(c1ccccc1)c1ccc(Br)cc1 (configuration not stated)	2%	-11%	-2%	-5%	9%	18%[10 µM]	-5%	0%
O=C(CN1CCN(S(=O)(=O)c2ccc(Br)cc2)CC1)Nc1ccccc1C(=O)c1ccccc1	3%	-1%	6%	-15%	4%	?	5%	3%
O=C(Nc1ccc(N2C(=O)c3cccc4cccc(c34)C2=O)cc1)c1ccc(N2CCCCC2)c([N+](=O)[O-])c1	5%	8%	-7%	-3%	-8%	·	-14%	5%
CC(=O)Nc1cc(NC(C)=O)ncn1	-2%	4%	-14%	-8%	-5%	-11%[10 µM]	-8%	3%
c1nc(Nc2ccc(N3CCOCC3)cc2)c2ccsc2n1	17%	-11%	-23%	-7%	-2%	16%[10 µM]	?	7%
C=CCn1c(C)cc(C(=O)CSc2nc3ccccc3[nH]2)c1C	-2%	-6%	-15%	5%	2%	-62%[inhibitor]	-13%	1%
CCN(CC)c1ccc(C(=O)OCC(=O)c2ccco2)cc1	-6%	5%	-8%	4%	11%	-3%	-14%	9%
CCNc1nc(NC#N)nc(SCC(=O)OCC)n1	-1%	-13%	0%	5%	-1%	17%	-1%	-7%
COc1ccc(C2C(C(=O)NCc3ccccn3)c3ccccc3C(=O)N2C)cc1OC (configuration not stated)	4%	-18%	0%	0%	10%	-2%	4%	-1%
CCC1(CC)NC(=O)N(CC(=O)OCC(=O)NC(=O)c2ccccc2)C1=O	-6%	-2%	0%	1%	-13%	18%[10 µM]	-2%	-14%
Cc1ccc(CNC(=O)c2oc3ccc(S(=O)(=O)N4CCOCC4)cc3c2C)cc1	4%	-8%	-26%	-7%	-1%	-67%[inhibitor]	-17%	-6%
COc1ccc(CNC(=S)N/N=C/c2ccncc2)cc1	-13%	1%	-23%	0%	6%	·	-12%	-4%
COc1ccc(C(CC(=O)O)NC(=O)COc2ccccc2)cc1 (configuration not stated)	-1%	2%	-9%	-2%	-5%	24%[1.9 µM]	-11%	-2%
CCN1CCN(S(=O)(=O)c2ccc(Oc3ccccc3OC)cc2)CC1	1%	2%	-2%	-5%	5%	·	3%	7%
CCc1ccccc1N1C[C@@]23C=C[C@@H](O2)C(C(=O)OCC(C)C)[C@H]3C1=O (some centres not stated)	-4%	-5%	-3%	11%	-7%	-2%[0.074 µM]	-4%	-2%
O=C(NC1CC1)C1=C[C@@H](c2ccc3c(c2)OCO3)C[C@@H](OCc2ccc(CO)cc2)O1	9%	·	1%	-6%	8%	-5%[10 µM]	-2%	6%
COc1ccc(CCNC(=O)COC(=O)c2cnc(C)cn2)cc1	9%	-3%	6%	8%	-4%	-6%	3%	0%
COC(=O)c1ccc(NC(=O)CN2CCN(c3ccc(Cl)cc3)CC2)cc1	4%&12%	-10%	?	-13%	13%	11%[10 µM]	?	1%
Brc1ccc2nc3c(n2c1)CCCC3	2%	0%	5%	-3%	2%	0%	-8%	2%
COc1ccc(CN2CCn3nc(C(=O)NC(C)C)cc3C2=O)cc1	-1%	7%	1%	-6%	3%	14%	-3%	-9%
COC(=O)c1[nH]c2cc(C)ccc2c1NC(=O)CN1CCc2cc(OC)c(OC)cc2C1	13%	?	?	-11%	-2%	-20%[0.074 µM]	?	0%
O=C(CSc1ncnc2[nH]ncc12)Nc1cccc(Oc2ccccc2)c1	?	-8%	?	4%	-3%	-42%[inhibitor]	-13%	6%
CC1CCc2c(sc3nc(-c4cc5cc(Br)ccc5oc4=O)[nH]c(=O)c23)C1 (configuration not stated)	-11%	·	-8%	3%[76.3 µM]	·	·	-4%	·
Cc1cc(=O)oc(C)c1C(=O)Nc1cccc2ccccc12	0%	2%	-6%	11%	2%	9%	-2%	2%
CNc1nc(-c2ccc(N(C)C)cc2)nc2ccccc12	-1%	·	?	·	10%	-93%[inhibitor]	?	-15%
COc1ccccc1C(=O)NC(=O)Nc1nc(-c2ccccc2)cc(C(F)(F)F)n1	-12%	·	-12%	-23%	12%	-18%[10 µM]	1%	17%
CC(=O)/C=C(\C)Nc1c(C)n(C)n(-c2ccccc2)c1=O	-4%	-4%	-9%	?	-3%	-16%	-8%	-5%
Cc1cc(C)n2nc(SCC(=O)Nc3c(C)nn(-c4ccccc4)c3C)nc2n1	-12%	-1%	-9%	-11%	-4%	-23%[10 µM]	-11%	-9%
COC(=O)C(C(=O)Nc1ncccn1)C1CCCCCC1 (configuration not stated)	-2%	-9%	3%	2%	1%	-4%	-2%	0%
CC(C)c1ccc(NC(=O)NC2CCN(CC(=O)Nc3cccc4ccccc34)CC2)cc1	8%	?	?	-2%	-5%	-65%[inhibitor]	?	-5%
CCN1C(=O)N[C@@H](c2ccco2)C(C(=O)OC)=C1C	5%[11.6 µM]	·	-8%[11.6 µM]	·	4%[17.5 µM]	11%[10 µM]	-12%[11.5 µM]	-2%[17.4 µM]
O=C(CSc1nc2ccccc2c(=O)n1CC1CCCO1)NCc1ccc2c(c1)OCO2 (configuration not stated)	5%	-8%	3%	5%	6%	-30%	-2%	1%
CCOc1cc(C(=S)N2CCOCC2)ccc1OS(=O)(=O)c1ccccc1[N+](=O)[O-]	0%	-6%	-11%	5%	6%	·	-12%	-3%
COc1c2ccc(C(=O)NCc3cc(C(F)(F)F)cc(C(F)(F)F)c3)cc2nn1C	1%	0%	-21%	-4%	6%	9%[10 µM]	-18%	-11%
CC(NC(=O)c1cnccn1)c1ccc(S(N)(=O)=O)cc1 (configuration not stated)	0%	·	2%	10%	-9%	6%[10 µM]	-1%	-1%
COc1cc(/C=N/NC(=O)CN(Cc2ccccc2)S(=O)(=O)c2ccc3c(c2)OCCO3)ccc1O	18%	-1%	?	?	-8%	6%[10 µM]	?	-8%
CCN(CC)S(=O)(=O)c1ccc(NC(=O)CSc2nnc(-c3ccc(F)cc3)o2)cc1	?	1%	?	-4%	-8%	-16%	4%	-6%
CC(=O)c1ccc(OC(C)C)c(CN2CCCCC2)c1	-7%	4%	-4%	2%	-2%	26%	-12%	6%
O=C(Cn1c(=O)oc2cccnc21)Nc1ccc(C(F)(F)F)cc1	5%	·	12%	-3%	3%	-20%[10 µM]	·	-2%
CCc1cccc(C)c1NC(=O)CCCN1C(=O)C(c2ccccc2)Oc2cccnc21 (configuration not stated)	-4%	·	0%	8%[76.3 µM]	·	·	-3%	·
Cc1ccc(N(CC(=O)NC(C)(C)C)C(=O)CS(=O)CC(=O)Nc2ccc(F)cc2)cc1 (configuration not stated)	-3%	-13%	-15%	-4%	-3%	-6%[10 µM]	-9%	-5%
CCCS(=O)(=O)N1CCN(C(=O)c2ccco2)CC1	13%	2%	17%	-6%	?	0%	2%	4%
O=C(CSc1nc2ccccc2c(=O)n1NC(=O)c1ccccc1)c1ccc(Cl)cc1	-10%	-1%	-23%	-7%	-12%	-23%	-6%	-16%
O=C(c1cnc2n(c1=O)CCS2)N1CCN(c2ccccc2F)CC1	-7%	-4%	-8%	2%	-1%	13%[10 µM]	-15%	-3%
CCOC(=O)c1cnc2c(Cl)cccc2c1NCCN(C)C	-10%	0%	-9%	8%	-3%	-3%	-7%	-5%
CCCc1n[nH]c2c1C(=O)CC(C)(C)C2	1%	4%	1%	-7%	1%	-2%	-3%	1%

Ordered by formula weight (ascending): part of the list above
SMILES	Tau fibril FP	GAA inh	Tau fluor counter	GAA glycogen mod	GLA spleen mod	HTT cytoprotect	Tau fibril ThT	aGlu spleen mod
Cc1cc(C)n2nc(SCC(=O)Nc3c(C)nn(-c4ccccc4)c3C)nc2n1	-12%	-1%	-9%	-11%	-4%	-23%[10 µM]	-11%	-9%
COC(=O)c1[nH]c2cc(C)ccc2c1NC(=O)CN1CCc2cc(OC)c(OC)cc2C1	13%	?	?	-11%	-2%	-20%[0.074 µM]	?	0%
O=C(Nc1ccc(N2C(=O)c3cccc4cccc(c34)C2=O)cc1)c1ccc(N2CCCCC2)c([N+](=O)[O-])c1	5%	8%	-7%	-3%	-8%	·	-14%	5%

The list continues.
SMILES	Tau fibril FP	GAA inh	Tau fluor counter	GAA glycogen mod	GLA spleen mod	HTT cytoprotect	Tau fibril ThT	aGlu spleen mod
COc1ncccc1C(=O)N1CCCC(C(=O)c2cc(F)ccc2F)C1 (configuration not stated)	5%	-2%	-6%	-6%	2%	-7%[10 µM]	-7%	2%
Fc1ccc(CNc2cnccn2)cc1	0%	5%	-3%	4%	15%	-18%	-2%	-10%
COc1ccc(CN2CCOCC2)cc1Br	5%	-4%	7%	7%	17%	9%	0%	0%
CCNc1sc(S(C)(=O)=O)nc1S(=O)(=O)c1ccc(Cl)cc1	-6%	-1%	-15%	4%	4%	6%	-9%	-9%
O=C1c2ccccc2C(=O)N1CCCCN(C(=O)c1cc([N+](=O)[O-])cc([N+](=O)[O-])c1)c1ccc(Cl)cc1	4%	-4%	-9%	9%	0%	17%[10 µM]	4%	0%
COCCCNS(=O)(=O)c1ccc(OC)c(Cl)c1Cl	-2%	-1%	0%	-7%	-8%	12%	-7%	-6%
Cc1ccc2[nH]c(=O)c(CN(Cc3ccco3)C(=O)N3CCOCC3)cc2c1	-3%	12%	-13%	11%	-2%	-13%[10 µM]	-10%	-2%
S=c1[nH]ncn1NCc1ccc(Cl)cc1Cl	-1%	-10%	0%	-18%	-8%	-24%	-11%	-2%
